RmlCD inh mix: mixture blocks RmlC and RmlD coupled enzyme activity. RmlC/RmlD coupled enzyme inhibition, 384-well mixture HTS. inhibition, % at 5.5 µM. 110,000 compounds, 0.39% hits; in the data active means inhibition above about 30%, passing the limit was not always enough; further: strong numbers were not always called active
HIV RNase H inh: inhibitors of HIV-1 reverse transcriptase RNase H. RT-RNase H RNA/DNA duplex cleavage, fluorescence. inhibition, % at 10 µM. 65,000 compounds, 1.9% hits. AID 565; in the data active means inhibition above about 50%
An asterisk follows results filed as active; · = not tested or not shown. An excerpt (hit frequency here may not be typical).

Sequence of screens – RmlCD inh mix, HIV RNase H inh
1) COc1ccc(N2C(=O)CC(N3CCN(S(=O)(=O)c4c(F)cccc4F)CC3)C2=O)cc1OC (centres undefined)
 : 3, -7
2) O/N=C1/CC/C(=N\O)c2nn(-c3ccccc3)nc21
 : 10, 0
3) COc1ccc(C(=O)/C=C\c2ccc(NC(=O)c3cccs3)cc2)cc1
 : -18, ·
4) CCC(C)(C)n1nnnc1C(c1ccc(Cl)cc1)N1CCN(C)CC1 (centres undefined)
 : 121, 1
5) CCCCS(=O)CC(O)COc1ccc(C(C)(C)C)cc1 (centres undefined)
 : 0, -13
6) C/C(N)=C(/C#N)C(=O)COc1ncnc2ccccc12
 : 9, -1
7) O=C(Cc1ccc(-c2ccccc2)cc1)NCCN1CCOCC1
 : 3, 2
8) CCCC(=O)NCCc1cc2ccc(C)c(C)c2[nH]c1=O
 : 2, -14
9) CCOC(=O)c1ccc(NC(=O)CSc2nnc(C3CCCCC3)n2C)cc1
 : 2, ·
10) CCCOCCOC(=O)C1=C(C)NC(=O)NC1c1cc(Cl)c(O)c(OC)c1 (centres undefined)
 : -9, -1
11) CCC[C@@H]1C[C@@]1(CCC)[C@@H](NC(=O)c1ccccc1)c1ccc(C(=O)OC)cc1
 : 3, ·
12) O=c1[nH]c2cnccc2n1-c1ccccc1
 : 2, -11
13) CCOC(=O)c1cnc2c(Cl)cccc2c1NCCN(C)C
 : 7, ·
14) COC(=O)c1c(NC(=O)c2ccccc2)sc(C(=O)c2ccccc2)c1C
 : 2, ·
15) CC(C)=C(NC(=O)c1ccco1)C(=O)NCCc1nc2ccccc2[nH]1
 : 2, -3
16) O=C(O)c1ccc(NCc2cccnc2)cc1
 : 99, 2
17) O=C(O)CCCN1C(=O)NC2NC(=O)NC21 (centres undefined)
 : -14, -10
18) COc1ccccc1-n1c(C)nnc1SCC(=O)NCc1ccccc1
 : -9, ·
19) O=C(Nc1nc(-c2ccc3c(c2)OCO3)cs1)C1CC1
 : 0, -16
20) Cc1c(C(=O)Nc2cccc(Cl)c2)oc2ccc(S(=O)(=O)N3CCC4(CC3)OCCO4)cc12
 : ·, 13
21) COc1ccc(NC(=O)CSC2CC(=O)N(c3ccc4c(c3)OCCO4)C2=O)cc1 (centres undefined)
 : -19, -22
22) O=C(c1ccc2snnc2c1)N1CCOCC1
 : -9, 0
23) N#CC1=C(N)N(c2ccccc2)C2=C(C(=O)CCC2)C1c1ccccc1 (centres undefined)
 : -11, ·
24) COc1cccc(-n2cnc3cccc(N)c32)c1
 : 0, -13
25) O=C(CN1CCOCC1)Nc1nc2ccc(Br)cc2s1
 : -8, ·
26) O=C(NCc1ccc(F)cc1)c1noc2c1CCCCC2
 : 3, -7
27) O=C(CSc1nnnn1-c1cccc2ccccc12)Nc1ccc(N2CCOCC2)c(Cl)c1
 : -9, ·
28) COc1ccc(CC(=O)N2N=C(C)CC2(O)c2cccnc2)cc1 (centres undefined)
 : -10, ·
29) Cc1nnc(SCc2nnc(-c3ccc(Cl)cc3)o2)n1-c1ccccc1
 : -15, -64
30) CCn1c(=O)c(C(=O)Nc2ccccc2S(N)(=O)=O)c(O)c2ccccc21
 : 14, -6
31) OC1CCN(c2c3c(nc4cc(-c5ccc(Cl)cc5)nn24)CCC3)CC1
 : -10, ·
32) CCN(CC)S(=O)(=O)c1ccc(C(=O)Nc2cccc(C)c2)cc1
 : -15, ·
33) CC(=O)O[C@H]1C[C@@H]2CC[C@@H]3[C@H](CC[C@@]4(C)[C@H]3C[C@H]([N+]3(C)CCCCC3)[C@@H]4OC(C)=O)[C@@]2(C)C[C@@H]1N1CCCCC1
 : -18, ·
34) CCc1ccccc1NC(=O)Cn1nc(C(F)(F)F)cc1C1CC1
 : -2, ·
35) Cc1nonc1OCCn1nnnc1N
 : -8, -20
36) CCSc1nc2c(c(=O)n1-c1ccc(F)cc1)SCC2
 : 14, ·
37) COC(C[C@H]1O[C@H]1C(=O)[C@@H](C)OCc1ccccc1)OC
 : 2, ·
38) O=C(COc1ccccc1)Nc1cc(C(F)(F)F)ccc1N1CCCC1
 : -4, ·
39) CCN1CCN(c2nc3c(C)cccn3c(=O)c2/C=C(\C#N)S(=O)(=O)c2ccccc2)CC1
 : -11, 2
40) c1ccc2[nH]c(CSc3nnc(-c4ccncc4)o3)nc2c1
 : 1, 0

Ordered by molar mass (smallest number first): some entries from above.
Sequence of screens – RmlCD inh mix, HIV RNase H inh
36) CCSc1nc2c(c(=O)n1-c1ccc(F)cc1)SCC2
 : 14, ·
34) CCc1ccccc1NC(=O)Cn1nc(C(F)(F)F)cc1C1CC1
 : -2, ·
32) CCN(CC)S(=O)(=O)c1ccc(C(=O)Nc2cccc(C)c2)cc1
 : -15, ·
9) CCOC(=O)c1ccc(NC(=O)CSc2nnc(C3CCCCC3)n2C)cc1
 : 2, ·

The list goes on:
Sequence of screens – RmlCD inh mix, HIV RNase H inh
41) O=C(O)c1cccc(NC(=O)C23CC4CC(C2)CC(n2cnc(Cl)n2)(C4)C3)c1
 : -1, -4
42) NC(=O)CC(NC(=O)Cc1cccc2ccccc12)c1ccc(NCc2cc(F)ccc2F)c([N+](=O)[O-])c1 (centres undefined)
 : -8, ·
43) COc1ccc(NC(=O)C(c2ccccc2)N(C)C(=O)c2cnccn2)cc1 (centres undefined)
 : -9, -2
44) COC(=O)C1=C(C)N(c2ccc(C)cc2)/C(=C/c2cccs2)C1=O
 : -2, ·
45) N=c1n(CCN2CCCC2)c2ccccc2n1CC(O)c1ccco1 (centres undefined)
 : -10, -3
46) C=CCOC(=O)C1=C[C@H](c2coc3ccccc3c2=O)[C@@H](CCCO)[C@H](OCC)O1
 : -16, ·
47) CC(=O)OC(C(=O)NC1CCCCC1)c1ccc(C#N)cc1 (centres undefined)
 : -15, -6
48) COc1cc(C(=O)Nc2c(-c3ccccn3)c(=O)c3ccccc3n2C)cc(OC)c1OC
 : ·, 3
49) COCCn1c(SC)nnc1-c1c[nH]c2ccccc12
 : -42, -10
50) CCCn1nnnc1SCC(=O)N1CCCC1
 : -9, ·
51) Cn1c(=O)c2nc(-c3ccc(Cl)cc3Cl)oc2c2ccccc21
 : -1, 2
52) Cc1ccc(S(=O)(=O)N2CCN=C2c2ccccc2)cc1C
 : -4, ·
53) CC1=CC(C)(C)N(C(=O)CSc2ncn[nH]2)c2ccc(C)cc21
 : -15, ·
54) CNC(=S)N/N=C/c1c(C)nn(-c2ccccc2)c1Cl
 : -12, ·
55) S=c1[nH]nc(-c2ccc(Cl)cc2)n1CC1CCCO1 (centres undefined)
 : 2, ·
56) CCOc1cc2[nH]c(=O)n(CCCC(=O)NCc3ccco3)c(=O)c2cc1OCC
 : 11, 0
57) COc1ccc(OCC(=O)Nc2cccc(NC(=O)COc3ccc(OC)cc3)n2)cc1
 : -2, 1
58) Cc1ccc(C(=O)Nc2nc(=O)n(C(=O)c3ccccc3C)s2)cc1
 : 4, ·
59) Cc1nc(C)c(C(=O)Nc2ccc(Oc3ccccc3)cc2)o1
 : -16, 37
60) COc1ccc(N2C(=O)CC(Sc3nnc(-c4ccccc4)o3)C2=O)cc1 (centres undefined)
 : -2, -1
61) CCOC(=O)c1cccc(NC(=O)CN(c2ccc(C)cc2)S(=O)(=O)c2c(C)noc2C)c1
 : 4, 4
62) O=C(Nc1ccc2c(c1)OCCO2)N1CCN(c2ccc(F)cc2)CC1
 : -8, ·
63) COc1ccc(C2CC(C(F)(F)F)n3nc(C(=O)O)c(Cl)c3N2)cc1OC (centres undefined)
 : -15, 0
64) COc1cc(C)c(Cl)cc1S(=O)(=O)NCC1CCCO1 (centres undefined)
 : 16, -35
65) O=C(CSc1nnc2ncccn12)N1CCCCCC1
 : 8, -8
66) CN(C)c1ccc(NC(=O)c2ccc3nsnc3c2)cc1
 : 2, ·
67) O=C(NC1CCCC1)C(c1ccc(F)cc1)N(C(=O)Cc1cccs1)c1ccc2c(c1)OCCO2 (centres undefined)
 : -10, ·
68) OCCN(CCO)CC(O)COc1ccc2c(c1)OCO2 (centres undefined)
 : 12, ·
69) O=C(Nc1ccc(N2CCOCC2)cc1)Nc1ccc(Cl)c(Cl)c1
 : -20, ·
70) COc1cccc(N2CCN(C(=O)c3ccc(=O)oc3)CC2C)c1 (centres undefined)
 : -4, -7
71) CC(NC(=O)c1noc2c1CCCCC2)c1ccccc1 (centres undefined)
 : -9, -12
72) Cn1c(O)c(C(=NCCN2CCCCC2)c2ccccc2Cl)c(=O)n(C)c1=O
 : -4, 0
73) Nc1c(C(=O)NCC2CCCO2)sc(=S)n1-c1ccccc1 (centres undefined)
 : -3, 84*
74) CCCCC(=O)NC1=NC(=O)C(C)(C)S1
 : -2, -8
75) CCn1nc(C)cc1-c1n[nH]c(=S)n1N
 : -4, ·
76) COCCN1C(=O)N[C@@H](c2ccccc2)C(C(C)=O)=C1C
 : -8, ·
77) O=C(OCc1nc2ccccc2s1)c1ccc(Br)s1
 : -13, -6
78) Cc1nnc(NC(=O)CSc2nccn2C)s1
 : 1, ·
79) Cc1nnc2c3ccccc3c(-c3ccccc3)nn12
 : 10, -32
80) Clc1ccc(C2=CSC3=NCCN23)cc1Cl
 : 5, -1
81) O=C(COc1ccc(Br)cc1Br)NC(=S)N1CCCc2ccccc21
 : -11, ·
82) O=C(O)CCc1nc(-c2ccccc2)c(-c2ccccc2)o1
 : -9, ·
83) Cn1c(=O)c2c(ncn2C)n(C)c1=O
 : 6, ·
84) Cc1cc(C)n(-c2c(F)c(F)c(CN3CCOCC3)c(F)c2F)n1
 : 1, 2
85) COC(=O)c1ccc(C2/C(=C(\O)c3ccc4c(c3)OCCO4)C(=O)C(=O)N2CCCN(C)C)cc1 (centres undefined)
 : -7, 7
86) Cc1cc(OCC(=O)N2CCc3ccccc3C2)c2c(-c3ccccc3)cc(=O)oc2c1
 : -3, ·
87) COc1cccc(S(=O)(=O)Nc2cccnc2)c1
 : 10, -6
88) COC(=O)C1=C(c2cc3ccccc3o2)C[C@@H]2CC[C@H]1N2C(=O)NCCCOC(C)C
 : -1, ·
89) COC(=O)c1ccccc1NC(=O)c1cncc(Br)c1
 : -11, -19
90) O=C(O)CCC(=O)N1CCc2cc(S(=O)(=O)NC3CCCc4ccccc43)ccc21 (centres undefined)
 : -15, 1
91) COc1cc(O)c(C(CCN2CCCCC2)c2ccc3c(c2)OCO3)c(OC)c1 (centres undefined)
 : 3, ·
92) CCCCn1c(=O)nc2n(-c3ccccc3)c3ccccc3cc-2c1=O
 : 37*, ·
93) COC(=O)c1c(NC(=O)CN2CCN(c3ccccc3OC)CC2)c2cc(C)ccc2n1C
 : 1, 10
94) O=S(=O)(CC(O)COc1ccccc1Cl)c1ccccc1 (centres undefined)
 : 5, ·
95) O=C(CSc1ccccc1)Nc1ccc(S(=O)(=O)NCC2CCCO2)cc1 (centres undefined)
 : -13, -10
96) O=C(Nc1nncs1)c1cccc(S(=O)(=O)N2CCOCC2)c1
 : -25, ·
97) Cc1ccc(NC(=O)N2Cc3ccccc3CC2C(=O)NC(C)(C)C)cc1 (centres undefined)
 : -6, ·
98) Cc1ccc(-c2noc(CSc3nnc(-c4ccccc4)n3C)n2)cc1
 : -14, -30
99) CCCCCCn1c(N(CC)CC)nc2c1c(=O)[nH]c(=O)n2C
 : 2, -13
100) CN(CCC#N)S(=O)(=O)c1ccc2c(c1)c(=O)n(C)c(=O)n2C
 : -5, -13

Rewritten with one line to a screen: entries from further up
(57) COc1ccc(OCC(=O)Nc2cccc(NC(=O)COc3ccc(OC)cc3)n2)cc1
(53) CC1=CC(C)(C)N(C(=O)CSc2ncn[nH]2)c2ccc(C)cc21
(58) Cc1ccc(C(=O)Nc2nc(=O)n(C(=O)c3ccccc3C)s2)cc1
(63) COc1ccc(C2CC(C(F)(F)F)n3nc(C(=O)O)c(Cl)c3N2)cc1OC (centres undefined)

assay / entry	57	53	58	63
RmlCD inh mix	-2	-15	4	-15
HIV RNase H inh	1	·	·	0

Rewritten bar-delimited: four of the compounds above
item | canonical_smiles | RmlCD inh mix | HIV RNase H inh
6 | C/C(N)=C(/C#N)C(=O)COc1ncnc2ccccc12 | 9 | -1
17 | O=C(O)CCCN1C(=O)NC2NC(=O)NC21 (centres undefined) | -14 | -10
21 | COc1ccc(NC(=O)CSC2CC(=O)N(c3ccc4c(c3)OCCO4)C2=O)cc1 (centres undefined) | -19 | -22
46 | C=CCOC(=O)C1=C[C@H](c2coc3ccccc3c2=O)[C@@H](CCCO)[C@H](OCC)O1 | -16 | ·

Further entries follow:
Sequence of screens – RmlCD inh mix, HIV RNase H inh
101) O=C(NCc1ccco1)C(c1cccnc1)N(C(=O)Cn1nnc2ccccc21)c1ccc(F)cc1 (centres undefined)
 : 10, -8
102) N#Cc1ccc(CSc2ncnc3c2cnn3Cc2ccccc2)cc1
 : -17, -30
103) CC(=O)c1cccc(NC2c3ncccc3C(=O)N2Cc2ccco2)c1 (centres undefined)
 : -14, 5
104) CC1CC(=O)c2cn3c(nc2C1)nc1ccccc13 (centres undefined)
 : 12, ·
105) Cc1nc(NC(N)=S)sc1C(=O)Nc1ccccc1
 : 1, ·
106) CC1CCN(c2ccccc2NC(=O)c2ccc(F)cc2)CC1
 : -7, ·
107) CCOC(=O)c1ccc(NC(=O)NCc2ccn(CC)n2)cc1
 : 2, -1
108) COc1ccc(-c2nnc3sc(-c4ccccc4OC)nn23)cc1
 : 9, -4
109) C1CCC2(CC1)C1=C(CCCC1)Nc1nnnn12
 : -6, -18
110) CC(=NCCCN(C)C)C1=C(O)c2ccccc2C1=O
 : 10, ·
111) CC1CCCN(C(=O)CSCC(=O)Nc2nc(-c3cccs3)cs2)C1 (centres undefined)
 : -16, -16
112) O=C(NCc1ccc(F)cc1)C1CCCN(S(=O)(=O)c2cccc3nsnc23)C1 (centres undefined)
 : 1, ·
113) COC(=O)COC(=O)c1ccc(Oc2nc(OC)nc(N(C)C)n2)cc1
 : -12, -4
114) CCN(CC)C(=O)c1sc2[nH]c(=S)n(-c3ccccc3)c(=O)c2c1C
 : 2, ·
115) Cc1cc(C(=O)Nc2c(C)cccc2C)n(-c2ccccc2)n1
 : 10, ·
116) COc1ccc(CN2C(=O)C(O)(CC(=O)c3c(C)n[nH]c3C)c3ccccc32)cc1OC (centres undefined)
 : -6, -1
117) Cc1cccc(NC2=NC(=S)N(CC#N)C23CCCCC3)c1
 : 14, ·
118) COc1ccc(-c2nc(C#N)c(NCC3CCCO3)o2)cc1 (centres undefined)
 : 19, -18
119) Cc1cccc(NC(=O)Cn2c(=O)oc3ccccc32)c1
 : ·, 42
